# Source: PubChem
# BCR signal inh – qHTS Assay to Find Inhibitors of Chronic Active B-Cell Receptor Signaling; ABC-DLBCL IkBa-CBG/CBR reporter, luminescence ratio, 4 h; Potency, µM (doses to about 46.1 µM), inactives show at the highest dose ratio change, negative = lower green/red ratio, hits mostly inhibitors; 340,000 compounds, 0.05% hits; active means well fitted inhibition curve with a large enough effect in the signal ratio, with a control signal flat, not every such curve was filed as active; inconclusive means small, poorly fitted or top-dose-only effect, or effect the other way, or a change in a side signal; the % refers to the signal ratio;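 further: potency means the concentration at half of the fitted maximal effect; plate controls were basal doxycycline-induced cells for no effect and cells given 10 µM MG132 for full effect; MG132 reads +100%, hits lower the ratio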
#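 TMD8 human ABC-DLBCL cells with doxycycline-inducible IκBα–green luciferase fusion and unfused red luciferase, in 0.5% FBS medium; compounds up to 46 uM, 4 h at 37C. Green/red luminescence ratio, filter-overlap corrected, fitted to concentration-response curves.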
# uPA surface inh – qHTS for Inhibitors of Cell Surface uPA Generation; cell surface uPA generation assay, qHTS; Potency, µM (doses to about 38.3 µM), for the others: at the highest dose activity change, negative = inhibition, most hits filed as inhibitors; 330,000 compounds, 0.31% hits; AID 540303, 2011; active means well fitted inhibition curve with a large enough effect; inconclusive means small, poorly fitted or top-dose-only effect; inactive means no such curve, though single readings can be large or run the other way; tested in mouse RAW 264.7 cells; further: potency means the concentration at half of the fitted maximal effect; on the % scale 0 is the no-effect control and ±100 the full control effect; nearly all actives have a fitted effect of over 55% in size
# TSHR antag – Antagonists of the Thyroid Stimulating Hormone Receptor: HTS campaign; 330,000 compounds, 0.2% hits; Thyrotropin receptor (Homo sapiens), P16473; activity change, negative = inhibition, % at 11.5 µM; TSHR-expressing cells, TSH-stimulated cAMP HTRF, 2 h; hits give low values;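 active means activity change below a set negative limit, meaning inhibition stronger than a set level, cut at about -70% in these data; inconclusive means activity change between two set negative limits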; further: on the % scale 0 is the no-effect control and ±100 the full control effect
# Target sequence (P16473 whole entry, looked up): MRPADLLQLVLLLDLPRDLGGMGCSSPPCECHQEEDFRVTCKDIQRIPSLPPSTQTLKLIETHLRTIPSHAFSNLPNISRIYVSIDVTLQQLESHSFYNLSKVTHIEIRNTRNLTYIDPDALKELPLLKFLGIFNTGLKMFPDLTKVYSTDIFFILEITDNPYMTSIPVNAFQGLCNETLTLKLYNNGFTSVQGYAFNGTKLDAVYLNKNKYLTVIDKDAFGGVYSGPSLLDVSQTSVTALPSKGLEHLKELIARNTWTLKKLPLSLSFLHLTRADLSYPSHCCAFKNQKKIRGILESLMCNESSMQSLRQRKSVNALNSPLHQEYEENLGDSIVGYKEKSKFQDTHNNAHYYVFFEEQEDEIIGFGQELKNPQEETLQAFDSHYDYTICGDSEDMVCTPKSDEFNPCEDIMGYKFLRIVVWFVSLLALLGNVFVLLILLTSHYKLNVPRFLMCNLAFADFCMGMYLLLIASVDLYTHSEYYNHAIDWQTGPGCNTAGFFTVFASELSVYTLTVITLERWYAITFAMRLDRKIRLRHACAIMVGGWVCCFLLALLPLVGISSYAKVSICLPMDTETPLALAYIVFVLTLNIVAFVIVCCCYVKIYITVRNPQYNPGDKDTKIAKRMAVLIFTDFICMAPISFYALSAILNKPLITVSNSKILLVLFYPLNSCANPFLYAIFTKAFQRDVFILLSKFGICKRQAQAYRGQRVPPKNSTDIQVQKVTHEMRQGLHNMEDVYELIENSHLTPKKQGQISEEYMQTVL
#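 TSHR-expressing cells, 200/well, pre-treated with compound, then stimulated with EC80 TSH (4nM final) for 2 hours at 37 deg C. cAMP measured by competitive HTRF: anti-cAMP cryptate antibody in lysis buffer plus cAMP-d2, read after 30 minutes at room temperature.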
# ELG1 repair inh – qHTS screen for small molecules that inhibit ELG1-dependent DNA repair in human embryonic kidney (HEK293T) cells expressing luciferase-tagged ELG1; AID 504467, 2011; Potency, µM (doses to about 46.1 µM), inactives show top-dose activity change, negative = inhibition, hits mostly inhibitors; HEK293T ELG1-luciferase reporter, luminescence, 16 h; DNA damage induced by 5-fluorouridine; 330,000 compounds, 2.3% hits; further: potency means the concentration at half of the fitted maximal effect; on the % scale 0 is the no-effect control and ±100 the full control effect; nearly all actives have a fitted effect of over 55% in size
#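 DMSO vehicle served as the neutral condition. Each well held 2,000 cells given 5-fluorouridine plus compound; after 16 hr at 37 °C/5% CO2, ONE-Glo was added and luciferase measured 30 min later.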
# Mito fusion act – qHTS Assay for Small Molecule Inhibitors of Mitochondrial Division or Activators of Mitochondrial Fusion. 320,000 compounds, 0.23% hits. Potency, µM (top dose mostly 46.1 µM), for the others: at the top dose growth rescue (activation), most hits filed as activators. S. cerevisiae fusion-defective mutant growth rescue, CellTiterGlo 48 h. AID 485298, 2010;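 further: potency means the concentration at half of the fitted maximal effect; % of control where 0% means no effect; nearly all actives have a fitted effect of over 45% in size; temperature-sensitive fusion mutants such as fzo1-1 at 37 °C on non-fermentable ethanol glycerol medium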
#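 Luminescent cell viability in 1536-well qHTS format served as the measure of rescued growth in ts fusion-mutant S. cerevisiae cultured on non-fermentable YPEG for 48 hours at 37C.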
# B2AR arrestin – qHTS assay of beta-arrestin-biased ligands of beta2-adrenergic receptor; 330,000 compounds, 0.02% hits; Potency, µM (titrated, usually from 46.1 µM), for inactives: at the highest dose activation, actives largely listed as activators; Beta-2 adrenergic receptor (Homo sapiens), P07550; beta-arrestin recruitment to beta2AR, cell-based reporter;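 further: potency means the concentration at half of the fitted maximal effect; 0% = DMSO controls and full agonism = EC100 isoproterenol or metaproterenol; nearly all actives have a fitted effect of over 65% in size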
# Target sequence (P07550 whole entry, looked up): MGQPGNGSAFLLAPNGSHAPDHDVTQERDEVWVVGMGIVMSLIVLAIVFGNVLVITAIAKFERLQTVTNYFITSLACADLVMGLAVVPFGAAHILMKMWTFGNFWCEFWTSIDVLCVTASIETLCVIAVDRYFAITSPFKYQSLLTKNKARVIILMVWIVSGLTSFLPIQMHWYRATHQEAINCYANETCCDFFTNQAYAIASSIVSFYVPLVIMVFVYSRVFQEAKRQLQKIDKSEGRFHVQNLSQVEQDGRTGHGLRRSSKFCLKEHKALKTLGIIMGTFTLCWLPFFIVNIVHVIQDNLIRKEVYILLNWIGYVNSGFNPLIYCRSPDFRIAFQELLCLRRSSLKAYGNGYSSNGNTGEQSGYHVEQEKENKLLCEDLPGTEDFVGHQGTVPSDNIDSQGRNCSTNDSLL
# Eya2 phos inh – qHTS Assay for Inhibitors of the Phosphatase Activity of Eya2; Protein phosphatase EYA2 (Homo sapiens), O00167; recombinant Eya2, OMFP fluorescence dephosphorylation (OMFP is methylfluorescein phosphate); Potency, µM (series often up to 76.9 µM), without a hit: at the top dose activity, negative = inhibition, actives largely listed as inhibitors; 330,000 compounds, 0.006% hits; further: potency means the concentration at half of the fitted maximal effect; on the % scale 0 is the no-effect control and ±100 the full control effect
#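 Eya2 protein (added as 0.2 uM solution) was preincubated with compound for 10 min at ambient temperature in 50 mM HEPES pH 7.5, 50 mM NaCl, 5 uM MgCl2, 0.05% BSA, 1 mM DTT. OMFP (added at 50 uM) then reacted 10 min; fluorescence read at 485/525 nm.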
# TCR act – Activators of T cell receptors: qHTS campaign; primary human leukocytes, anti-CD3, IL-2 HTRF, 48 h; AID 504894, 2011; Potency, µM (series often up to 9.22 µM), for inactives: at the top dose activation of IL-2 secretion, hits mostly activators; 330,000 tested, under 10 active; further: % of control where 0% means no effect
#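 Primary human leukocytes receive a-CD3 beads and test compound and are incubated 48 hr. Secreted IL-2 is then assayed by HTRF, measuring 665nm acceptor emission after 320nm excitation of the europium donor.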
# TSG101-PTAP inh – qHTS Assay for Iinhibitors of HIV-1 Budding by Blocking the Interaction of PTAP/TSG101. Fluorescence polarization, FITC-PTAP peptide / Tsg101 binding. Potency, µM (highest dose often 115 µM), for inactives: at the top dose activity change, negative = inhibition, hits mostly inhibitors. 340,000 tested, under 10 active; active means well fitted inhibition curve with a large enough effect in the main read-out, with a control signal flat, not every such curve was filed as active; inconclusive means small, poorly fitted or top-dose-only effect, or effect the other way, or a change in a side signal; inactive means no such curve, though single readings can be large or run the other way; further: potency means the concentration at half of the fitted maximal effect; % of control where 0% means no effect
#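 Compounds were pin-transferred onto Tsg101 binding domain (10 uM final) in HEPES pH 7.5 buffer, then FITC-PTAP peptide was added at 50 nM final. After 20 min at RT, polarization reported peptide displacement across a qHTS concentration series.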
# Tb PFK block – qHTS Assay to Find Inhibitors of T. brucei phosphofructokinase. Potency, µM (series often up to 57.5 µM), inactives show at the top dose activity, negative = inhibition, actives largely listed as inhibitors. ATP-dependent 6-phosphofructokinase (Trypanosoma brucei brucei), O15648. T. brucei PFK, ADP-Glo luminescence. 330,000 compounds, 0.17% hits. AID 485367, 2010;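 further: potency means the concentration at half of the fitted maximal effect; 0% = uninhibited 1x PFK enzyme wells and -100% = no-enzyme wells; nearly all actives have a fitted effect of over 60% in size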
#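 PFK 1.25 nM, F6P 0.5 mM, ATP 0.1 mM, 0.1 M TEA pH 8.0, 5 mM MgCl2, 0.01% Tween20, 0.1% BSA; 45 min RT. ADP-Glo readout. qHTS titration up to 57 uM; curves fitted, compounds curve-classed.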
# USP2a inh – qHTS Assay for Inhibitors of Ubiquitin-specific Protease USP2a Using CHOP2 as the Reporter | Ubiquitin carboxyl-terminal hydrolase 2 (Homo sapiens), O75604 | USP2 core, Ub-CHOP2 coupled fluorogenic reporter, 485/531 | Potency, µM (series often up to 38.3 µM), for inactives: at the highest dose activity change, negative = inhibition, usual class: inhibitors | 330,000 compounds, 0.01% hits | AID 463254, 2010;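 further: potency means the concentration at half of the fitted maximal effect; plate controls were DMSO wells for no effect and full inhibition by NEM control for full effect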
#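 USP2 core (10nM final) preincubated 30min RT with compound in 20mM Tris-HCl pH 8.0, 2mM CaCl2, 2mM beta-mercaptoethanol, 0.05% CHAPS; 25nM Ub-CHOP2 plus 25nM reporter substrate added, fluorescence (Ex485/Em531) read after 60min.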
# * marks the source's active call; other numbers are inactive results; ? = inconclusive; nt = not tested or not shown; [ ] = remark or other dose. Unless noted, the call rests on the fitted dose curve; in most records, active means well fitted curve in the direction sought with a large enough effect; inconclusive means small, poorly fitted or top-dose-only effect, or another doubt; inactive means no such curve, though single readings can be large; an effect the other way counts as inactive or inconclusive. Rows are unselected (roughly 3% active in at least one column).
SMILES,BCR signal inh,uPA surface inh,TSHR antag,ELG1 repair inh,Mito fusion act,B2AR arrestin,Eya2 phos inh,TCR act,TSG101-PTAP inh,Tb PFK block,USP2a inh
Clc1cccc(CSc2ncn(-c3ccccc3)n2)c1,?,1%,-17,?,?,-0.2%,-6%,-3%[46.1 µM],-3%,-11%,-2%
CC(C)(C)c1ccc(S(=O)(=O)N2CCN(c3ccccn3)CC2)cc1,0%,3%,2,-1%,10%,-0.8%,?,-2%,-2%,0%,0%
Cc1c(NC(=O)C(C)Sc2n[nH]c(N)n2)c(=O)n(-c2ccccc2)n1C (configuration not stated),?,3%,4,20%,0%,0.8%,1%,-1%,0%,-5%,0%
O=C(COc1ccccc1)Nc1cccc(-c2nnc(-c3ccccc3)o2)c1,0%,-1%,-6,-14%,?,-0.6%,7%,0%,-2%,1%,-5%
O=C(Nc1ccc(Cl)cc1F)C1CC1,3%,6%,5,12%,-6%,-0.4%,3%,1%[46.1 µM],1%,1%,2%
CCOC(=O)C(=O)Nc1sc(C(=O)N(CC)CC)c(C)c1C#N,-3%,6%,8,1%,6%,-0.3%,2%,8%,-1%,2%,7%
CC(C)C(=O)Nc1ccc2oc(-c3cc(F)c(F)cc3Cl)nc2c1,1%,2%,-8,?,-15%,-0.7%,-13%,0%[46.1 µM],1%,-2%,-1%
O=C(NCC1CCCO1)c1ccc2c(=O)n(CC3CCCO3)c(=S)[nH]c2c1 (configuration not stated),-11%,5%,7,-23%,0%,-0.4%,3%,0%,-5%,2%,1%
COc1ccc(C(=O)NCCc2nnc3ccc(SCC(=O)Nc4cc(C)on4)nn23)cc1,0%,6%,-5,-9%,-6%,-0.3%,6%,8%,-1%,0%,3%
CC(C)CNC(=O)c1ccccc1NC(=O)c1ccc(CSc2ccccc2)cc1,?,5%,-4,0%,1%,0.2%,-6%,1%[46.1 µM],-1%,2%,0%
CCSc1nnc(-c2ccc(S(=O)(=O)N3CCCC3)cc2)n1C,4%,-7%,7,1%,-7%,-0.4%,5%,2%,-8%,3%,-11%
Cc1cc(C)nc(/N=c2/ssnc2Cl)c1,8%,4%,-9,?,-17%,-0.1%,11%,2%,0%,-23%,-1%
Cc1cccc(C)c1OCCN1CCOCC1,2%,?,2,?,2%,0.5%,-1%,6%,0%,-1%,0%
COC(=O)c1cc(NC(=O)c2cccnc2)cc(C(=O)OC)c1,1%,0%,-3,-3%,1%,0.1%,-1%,2%,0%,2%,1%
CCC(=O)c1ccc(OCC(=O)OCC(=O)Nc2sccc2C(N)=O)cc1,-5%,0%,-15,11%,-5%,-0.1%,-23%,-2%,0%,14%,-1%
O=C(CCNC(=O)c1ccc(Cl)cc1)Nc1ccccc1N1CCCC1,3%,7%,0,-1%,0%,-1.1%,-40%,-1%,-1%,4%,1%
CC(C)c1nc(C#N)c(N2CCOCC2)o1,-1%,-8%,-2,3%,-5%,-0.4%,-1%,-2%[46.1 µM],-1%,3%,1%
Cc1ccccc1OCCNc1cc(N2CC(C)NC(C)C2)ccc1[N+](=O)[O-] (configuration not stated),?,-16%,0,-19%,-31%[inhibitor],-0.1%,-16%,-26%,0%,-4%,-8%
O=C(c1ccccc1Cl)N1CCn2c1nc1ccccc12,1%,-1%,-5,15%,-6%,0.2%,0%,2%,-5%,3%,1%
O=[N+]([O-])c1ccc(N/N=C/c2cn(-c3ccccc3)nc2-c2ccccc2)cc1,?,6%,67,?,-6%,-0.2%,3%,-6%,-8%,0%,4%
CN(C)CCCN(C(=O)c1cccc(N2C(=O)CCC2=O)c1)c1nc2cc3c(cc2s1)OCO3,?,-1%,-3,?,9%,-0.1%,13%,3%,0%,2%,0%
Cc1ccc(/C=C/S(=O)(=O)Nc2ccc(C)cc2)cc1,-9%,4%,2,9%,2%,0.2%,3%,10%,9%,2%,-4%
Cc1nc(NC(=O)c2ccccc2)sc1-c1csc(NCCc2ccccc2)n1,4%,-5%,23,?,11%,-0.2%,-7%,-12%,-3%,-2%,-1%
C=CCn1c(SCc2cc(C(=O)OC)c(C)o2)nnc1-c1ccncc1,?,3%,6,-5%,-5%,0.0%,12%,nt,-4%,-1%,2%
CCCCOC(=O)Nc1nccs1,4%,-1%,3,20%,4%,0.2%,1%,-1%[46.1 µM],-14%,-5%,0%

# (more compounds)
SMILES,BCR signal inh,uPA surface inh,TSHR antag,ELG1 repair inh,Mito fusion act,B2AR arrestin,Eya2 phos inh,TCR act,TSG101-PTAP inh,Tb PFK block,USP2a inh
COc1ccc2nc(N3C(=O)CC(C(C)c4ccccc4)C3=O)sc2c1 (configuration not stated),11%,-2%,14,8%,-9%,-0.6%,5%,0%[46.1 µM],-7%,4%,2%
CN(Cc1nc2ccccc2c(=O)[nH]1)C(=O)c1ccccc1OCc1ccc(Cl)cc1,-2%,-2%,-2,?,16%,-0.1%,7%,-6%,-4%,0%,2%
COc1ccc(C)cc1NC(=S)NC12CN3CN(CN(C3)C1)C2,7%,nt,15,-9%,7%,-0.1%,-3%,nt,nt,-6%,-1%
CCOC(=O)N1CCC(NC(=O)c2cc3c(=O)[nH]c4ccccc4c3n2C)CC1,?,24%,-10,-10%,-7%,-0.4%,-23%,1%,-5%,5%,5%
O=C(O)c1cccc(CN2C(=O)S/C(=C/c3ccccc3[N+](=O)[O-])C2=O)c1,?,-3%,-11,4%,0%,-0.3%,5%,-3%,-7%,12%,-1%
O=C(Nc1ncc([N+](=O)[O-])s1)C1COc2ccccc2O1 (configuration not stated),?,-13%,-40,?,-19%,0.6%,0%,-1%,-3%,-4%,2%
Cc1cccc(N(CC(=O)NCc2ccco2)C(=O)CCC(=O)Nc2ccccn2)c1,?,-3%,-26,-7%,3%,-0.4%,12%,10%,-2%,2%,3%
COc1ccccc1NC(=O)C(CC(C)C)NC(=O)C1CCCCC1 (configuration not stated),1%,-5%,16,0%,-4%,-1.1%,-2%,-4%,-6%,3%,-9%
Cc1c(Br)c([N+](=O)[O-])nn1C(C)C(=O)NCC1CCCO1 (configuration not stated),3%,8%,15,2%,0%,-0.3%,-16%,-2%,-3%,-2%,1%
O=[N+]([O-])c1ccc(N2CCCC2)nc1N1CCCC1,1%,-4%,-2,-1%,-9%,-0.7%,-9%,2%,-1%,3%,0%
CCOC(=O)[C@H]1[C@H]2COc3ccc(Br)cc3[C@@H]2N2C(=O)[C@H](C)NC(=O)[C@@]12C,-2%,6%,-1,15%,nt,0.4%,-20%,8%,-2%,0%,-2%
CCN(c1ccccc1)S(=O)(=O)c1cc(C(=O)Oc2ccc3c(C)cc(=O)oc3c2)ccc1C,0%,-1%,-1,7%,-1%,-0.2%,3%,-11%,0%,-1%,3%
N#Cc1c2n(c(=S)n(-c3ccc(OC(F)F)cc3)c1=O)CCCCC2,15%,-16%,-9,7%,-10%,-0.2%,0%,-5%,-3%,2%,-5%
O=C1Nc2cc(Cl)c(Cl)cc2N(O)N1c1cc(Cl)cc(Cl)c1,?,8%,8,-2%,1%,6.7%,7%,-6%,-10%,-7%,1%
CC1Sc2ccc(S(=O)(=O)NCCc3ccc(S(N)(=O)=O)cc3)cc2NC1=O (configuration not stated),-1%,0%,16,9%,-3%,-0.1%,0%,6%,0%,3%,2%
COCCn1c(SCC(=O)Nc2cc(C)on2)nc2c(c1=O)SCC2,7%,3%,-5,-6%,-1%,-0.3%,4%,4%,-1%,0%,-6%
Cc1cccc(C(=O)Nc2nnc(-c3ccncc3)o2)c1,?,-3%,11,?,9%,3.6%,4%,0%,0%,-4%,0%
N#C/C(=N\Nc1cc(Cl)cc(Cl)c1)c1nnc2n1CCCCC2,-1%,10%,11,-14%,6%,4.5%,-2%,-11%[46.1 µM],-3%,-3%,-9%
COc1cc(CCCN2C(N)=NC[C@H]2Cc2ccc(O)cc2)cc(OC)c1OC,-3%,8%,1,3%,-4%,-0.6%,-1%,5%,-2%,4%,4%
